tim23-1 inh: growth inhibitors of tim23-1 mutant yeast, primary screen, luminescence, uHTS | S. cerevisiae tim23-1 growth, BacTiter-Glo luminescence, 24 h | inhibition, % at 20 µM | 330,000 compounds, 1.3% hits | AID 463212, 2010;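 active = growth inhibition of the mutant yeast at or above 50%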;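 note: temperature-sensitive mutant grown at 25 °C; plate controls were DMSO-treated mutant yeast for no effect and medium wells lacking yeast for full effect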
NR3A LBD binder: binders of NR3A ligand-binding domain, primary screen, biophysical, differential scanning fluorimetry, uHTS. Glutamate receptor ionotropic, NMDA 3A (GRIN3A) ligand-binding domain. NR3A LBD differential scanning fluorimetry, Tm shift; 0% = protein alone, 100% = glycine-bound protein. Tm shift relative to glycine control, % at 25 µM. 340,000 compounds, 2.5% hits. AID 1259313, 2017;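 active = melting temperature shift of at least 10% of the positive control shift, at one fixed dose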
Mdm2-MdmX inh: inhibitors of human Mdm2-MdmX association, primary screen, cell-based, luminescence, split luciferase, SaOS-2, uHTS; SaOS-2 split-luciferase Mdm2/MdmX complementation; inhibition, % at 8 µM; 330,000 compounds, 3% hits; AID 485346, 2010;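 active = inhibition of at least 50% at 8 µM in the primary screen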
NALP3 yeast inh: NALP3 inflammasome inhibitors in reconstituted yeast, primary screen, luminescence, uHTS. Yeast reconstituted NLRP3/ASC/caspase-1, beta-gal luminescence, 24 h. inhibition, % at 10 µM. 330,000 compounds, 0.39% hits;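 active = inhibition of 50% or more; inactive = inhibition below 50%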;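 note: plate controls were induced DMSO wells for no effect and uninduced yeast grown without galactose for full effect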
CHOP UPR activ: activators of apoptotic CHOP UPR arm, primary screen, cell-based, CHO-CHOP luciferase reporter, luminescence, uHTS | activation, % at 10 µM | 330,000 compounds, 0.34% hits | UPR activation; percent of tunicamycin response over DMSO baseline;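 active = at 10 µM dose, activation of 40% or more, normalized to positive control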;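 note: 100% = tunicamycin at 10 µg/mL and 0% = DMSO alone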
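Material: CHO-CHOP cells, stable luciferase reporter of PERK-eIF2a-CHOP signalling; quantity: 500 reporter cells seeded per well; buffer or medium: F12 medium containing 10% fetal bovine serum; compound: one dose, 10 µM in 0.5% DMSO; incubation: 6 h compound treatment, 37 °C; measured by: Steady-Glo luciferase luminescence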
APJ ag: agonists of human apelin receptor APJ, primary screen, CHO-K1 cells, PathHunter beta-arrestin, luminescence; 0% DMSO wells, 100% apelin; activation, % at 20 µM; 330,000 compounds, 0.11% hits; AID 2520, 2010;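 active = activation more than six SD over the plate average, tested at 20 µM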;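 note: 0% = DMSO alone and 100% = apelin-13 at 10 nM; some results filed as inactive read as strong as hits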
Target sequence (P35414 whole entry, looked up): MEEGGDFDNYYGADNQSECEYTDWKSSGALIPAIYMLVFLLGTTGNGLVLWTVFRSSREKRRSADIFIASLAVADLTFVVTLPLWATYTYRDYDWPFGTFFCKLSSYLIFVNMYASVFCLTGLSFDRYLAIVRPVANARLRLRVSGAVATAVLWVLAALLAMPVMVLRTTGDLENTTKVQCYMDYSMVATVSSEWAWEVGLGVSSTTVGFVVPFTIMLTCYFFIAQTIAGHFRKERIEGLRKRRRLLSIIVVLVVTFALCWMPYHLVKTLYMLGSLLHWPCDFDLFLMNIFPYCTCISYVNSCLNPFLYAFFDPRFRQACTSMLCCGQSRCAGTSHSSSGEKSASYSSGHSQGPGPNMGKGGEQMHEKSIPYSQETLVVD
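Test system: CHO-K1 APJ beta-arrestin complementation cell line | Compound: Single test compound dose, 20 µM final, 1% DMSO | Incubation: Compound 90 min 25 °C, reagent 1 h | Measured by: beta-gal luminescence | Read-out basis: APJ–arrestin association signal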
tim10-1 inh: growth inhibitors of tim10-1 mutant yeast, primary screen, luminescence, uHTS; S. cerevisiae tim10-1 ts strain growth, BacTiter-Glo, 24 h; 330,000 compounds, 2.2% hits; AID 463190, 2010; inhibition, % at 20 µM;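 active = inhibition of at least 40%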;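 note: mutant grown at 25 °C; 0% = DMSO wells with yeast and 100% = wells holding no yeast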
TIM10 inh: growth inhibitors of isogenic TIM10 control yeast, primary screen, counter-screen for tim10-1 yeast inhibitor project, luminescence, uHTS; S. cerevisiae TIM10 strain growth, BacTiter-Glo luminescence, 24 h; inhibition, % at 10 µM; AID 463195, 2010; 330,000 compounds, 1.4% hits;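 active = inhibition of 40% or more at the single tested concentration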;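 note: wild-type TIM10 isogenic control strain grown at permissive 25 °C; 0% = DMSO yeast wells and 100% = minimal medium wells without yeast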
XBP1 UPR activ: activators of adaptive XBP1 UPR arm, primary screen, cell-based, CHO-XBP1 luciferase reporter, luminescence, uHTS | 330,000 compounds, 0.33% hits | activation, % at 20 µM | AID 463104, 2010 | IRE1-XBP1 UPR activation; percent of tunicamycin response, DMSO as zero;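 active = versus positive control, 20 µM dose yields 30% or more activation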;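 note: 100% = tunicamycin at 10 µg/mL and 0% = DMSO only wells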
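Assay system: IRE1-XBP1 luciferase reporter CHO line. Input: 1000 cells/well. Buffer or medium: F12 with 10% serum. Doses: 20 µM, 1% DMSO. Times: overnight seeding at 37 °C, 6 h compound treatment at 37 °C. Technique: Steady-Glo luciferase glow luminescence, 10 min after reagent addition.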
* marks the source's active call; other numbers are inactive results.

Compound,tim23-1 inh,NR3A LBD binder,Mdm2-MdmX inh,NALP3 yeast inh,CHOP UPR activ,APJ ag,tim10-1 inh,TIM10 inh,XBP1 UPR activ
CCC1(C)Cc2ccccc2-c2nc(NN)[nH]c(=O)c21 (centres undefined),42,0,10,-9,-0.6,-8,32,-15,-4
Cc1cccc(N2CCN(S(=O)(=O)c3ccc4c(c3)NC(=O)C(C)S4)CC2)c1C (centres undefined),55*,10,26,4,-1.7,-4,50*,10,-2
CCOC(=O)c1ccc(N2C(=O)C3CC=CCC3C2=O)cc1 (centres undefined),-7,0,14,21,-0.1,-5,-12,-13,-1
O=C(OCC(=O)N1CCN(C(=O)c2ccco2)CC1)c1cc(-c2ccc(Cl)c(Cl)c2Cl)nc2ccccc12,14,-2,57*,7,1.4,4,35,14,0
COc1cccc(N2CCN(C3CC(=O)N(c4ccc(Cl)cc4)C3=O)CC2)c1 (centres undefined),26,0,4,4,-0.7,0,18,11,-5
CC(=NCCN1CCNCC1)C1=C(O)CC(C)(C)CC1=O,15,-1,16,16,1.4,-6,-6,4,-3
Fc1ccc(NC(=S)Nc2cccnc2)cc1,6,-6,17,16,0.0,-4,-5,-7,0
Cc1cccc(Nc2nc(N)nc(CCl)n2)c1C,28,1,100*,-9,34,-2,18,22,2
C/C(Cc1ccccc1)=N\NC(=O)c1ccccn1,10,1,2,11,1.3,-4,15,4,-2
COC(=O)c1c(-c2ccccc2OC)sc2cc3c(cc12)OCO3,36,-1,-21,8,1.8,-2,12,9,1
COC(=O)C1=C(C)NC(=S)NC1c1ccco1 (centres undefined),17,-1,-14,10,-1.6,1,16,-8,-2
COc1cc(-c2nc3ccc4ccccc4c3c3c2CCC3)cc(OC)c1O,21,-8,40,27,1.0,0,2,26,-3
O=C(COc1ccc(Cl)cc1Cl)Nc1ccc2nc3n(c(=O)c2c1)CCCC3,2,-5,24,32,-0.9,-1,8,-12,2
COc1ccc2c(c1)cc(C(=O)O)n2C,9,0,-10,17,0.3,-2,9,7,-1
CCCCCOc1ccc(NS(C)(=O)=O)cc1,24,2,-14,23,7.8,-1,15,5,-3
CCOc1ccc(C2CC(c3c(O)c4ccccc4oc3=O)=NN2c2ccccc2)cc1OC (centres undefined),23,0,10,19,-0.8,-5,-1,-4,-2
COc1cnc(N(C)C)nc1Sc1cccc(Cl)c1,-3,3,3,12,-1.6,1,30,-12,2
CC1=NOC(=O)/C1=C\c1ccc(-c2cccc(Cl)c2)o1,57*,-3,96*,4,115*,15*,16,32,7
O=C(NC1CCCCCCC1)C1CCN(S(=O)(=O)N2CCC3(CC2)OCCO3)CC1,5,3,-11,4,-1.8,-3,14,12,-6
CCn1c(CN2CCN(Cc3ccc(C)cc3)C(CCO)C2)nc2ccccc21 (centres undefined),-8,0,22,8,1.8,-1,15,-1,-2
COc1nc(NC(=O)c2ccc(F)cc2)nc(OC)c1-c1ccccc1,15,0,-4,24,-1.5,-1,32,2,2
O=C(CCCCC(=O)N1CCOCCOCCOCC1)OCc1ccccc1,10,0,-5,11,-0.4,1,17,10,-1
CCC1Oc2ccccc2N(CC(=O)NC2CC2)C1=O (centres undefined),11,5,12,7,-0.3,-2,22,-9,-5
CC(C)C(C)NC(=O)COc1ccc(Sc2ccc(OCC(=O)NC(C)C(C)C)cc2)cc1 (centres undefined),5,-6,35,11,5.1,-1,12,18,-3
CCN(CC)S(=O)(=O)c1ccc(N2CCc3ccccc3C2)nc1,39,0,33,16,15,0,43*,50*,-2

Further entries:
Compound,tim23-1 inh,NR3A LBD binder,Mdm2-MdmX inh,NALP3 yeast inh,CHOP UPR activ,APJ ag,tim10-1 inh,TIM10 inh,XBP1 UPR activ
Cc1nc(NC(C)C)c2oc3ccccc3c2n1,-2,0,16,-37,0.9,-3,23,12,5
NC1=NC(=O)/C(=C\c2cc([N+](=O)[O-])ccc2Cl)S1,8,0,15,12,-1.2,-5,9,0,-1
Cc1ccc(C(=O)OCc2nnc(-c3ccccc3)o2)o1,5,3,31,27,-1.2,0,15,-10,-1
CC(=O)Nc1ccc(S(=O)(=O)N2CCN(C3CCCCCCC3)CC2)cc1,6,1,-1,-11,-2.8,1,5,-1,3
COc1ccc(OC)c(NC(=O)N2CCc3ccccc3C2)c1,23,-1,14,24,0.5,-9,12,14,2
COc1ccc(NS(=O)(=O)c2ccc(NC(=S)NC(=O)C(C)C)cc2)cc1,17,-11,43,22,-2.6,-8,27,-1,-3
CC1CCCN(c2ccc(C(=O)Nc3cccnc3)cc2[N+](=O)[O-])C1 (centres undefined),19,-6,-3,19,2.1,-4,-7,8,3
c1cc(-c2cc3cc4c(cc3cn2)OCO4)cs1,36,0,-130,57*,6.9,-1,-33,-4,1
Cc1noc(C)c1-c1nc(CS(=O)(=O)c2ccc(F)cc2)no1,6,-1,8,-12,-1.6,-8,-5,-8,-3
O=C(NC1CC1)c1ccc2c3c(cccc13)CC2,2,-1,-5,7,2.4,-1,1,-8,0
COc1ccc(N2CCN(C(=O)c3ccc4c(c3)CCN4S(=O)(=O)c3ccccc3)CC2)cc1,25,-1,37,22,0.2,7,25,10,-1
CCOc1ccc(NC(=O)c2ccc(NC(=O)Cc3n[nH]c(=O)c4ccccc34)cc2)cc1,-5,-33,45,-6,0.3,-3,5,-6,-1
CCC(C(=O)Nc1ccc(C)cc1)c1ccccc1 (centres undefined),22,-3,-1,19,1.2,0,-1,-23,-3
O=C(NCc1ccccc1)c1cc2nc(C3CC3)cc(C(F)(F)F)n2n1,25,0,0,-1,0.3,-2,40,21,2
COc1ccc(C(=O)NCc2nnc(SCC(=O)Nc3ccccc3OC)n2C)cc1,1,0,15,6,-0.1,1,-4,-14,-1
COc1ccc([N+](=O)[O-])c(OC)c1C(=O)NC(=O)Nc1c(F)c(F)c(F)c(F)c1F,9,-1,19,2,-1.9,-5,9,6,3
COCCN1C(=O)N[C@@H](CCc2ccccc2)[C@H](C(=O)OC)[C@H]1C,-1,-7,-3,7,-0.3,-6,14,-5,0
CC(Oc1ccc2c(c1)oc(=O)c1ccccc12)C(=O)NCC1CCC(C(=O)O)CC1 (centres undefined),-12,0,14,19,2.6,3,3,-4,-2
CCCCc1cc(=O)oc2cc(C)cc(OCC(=O)NCCN3CCOCC3)c12,-13,0,6,10,-1.7,-2,-1,-3,-3
Fc1ccc(OCCCCCn2ccnc2)cc1,9,-1,-12,15,0.1,-2,-2,6,-6
COc1ccc(Cc2nnc(N/N=C(\C)c3ccccc3)[nH]c2=O)cc1OC,8,0,9,-2,1.2,-5,5,-8,1
O=C(COC(=O)Cc1ccc(Cl)cc1Cl)NCCC1=CCCCC1,22,-28,-11,-3,-0.2,-2,23,33,5
O=C(N/N=C/c1c(O)n(-c2ccc(Cl)cn2)c(=O)c2ccccc12)C1CC1,3,0,-5,-1,-1.4,1,16,4,0
O=C(COc1ccccc1)NC1C(=O)N2C(C(=O)O)=C(Cl)CSC12 (centres undefined),1,0,-31,9,0.6,1,-3,-4,-3
O=C(O)c1cc(Br)ccc1NN=C1CCCCC1,10,4,6,8,2.8,-1,9,-3,-2

Full records, quoted from the list. Order of values: tim23-1 inh, NR3A LBD binder, Mdm2-MdmX inh, NALP3 yeast inh, CHOP UPR activ, APJ ag, tim10-1 inh, TIM10 inh, XBP1 UPR activ
CCC(C(=O)Nc1ccc(C)cc1)c1ccccc1 (centres undefined) in the list: 22, -3, -1, 19, 1.2, 0, -1, -23, -3
Cc1nc(NC(C)C)c2oc3ccccc3c2n1 in the list: -2, 0, 16, -37, 0.9, -3, 23, 12, 5

(further entries)
Compound,tim23-1 inh,NR3A LBD binder,Mdm2-MdmX inh,NALP3 yeast inh,CHOP UPR activ,APJ ag,tim10-1 inh,TIM10 inh,XBP1 UPR activ
COc1ccc(CCN2C(=O)NC(NC(C)=O)(C(F)(F)F)C2=O)cc1OC (centres undefined),-1,0,18,8,1.2,-3,25,-7,3
Cc1ccc(C(C)C)c(OCCn2ccnc2C)c1,6,-1,5,12,1.1,-3,4,-9,-4
COC(=O)C1CCN(C(=O)COC(=O)CSc2ccc(C(N)=O)cc2[N+](=O)[O-])CC1,12,-1,11,12,-1.1,-11,3,-6,-4
O=C(c1ccc(Cl)cc1)N1CCN(c2cc(=O)[nH]nc2-c2ccccc2)CC1,7,1,-3,36,1.1,-9,17,0,-1
O=c1c2ccccc2oc2ccc(Oc3ccccc3)cc12,2,2,-203,21,5.2,0,6,-4,4
Brc1ccc(-c2csc(N/N=C/c3ccc4c(c3)OCO4)n2)cc1,3,23*,26,13,0.4,-1,25,-1,2
COc1ccc(-c2csc(N)n2)cc1,14,2,-17,1,1.9,-2,20,11,0
S=C1NC2=C(CCCC2=C2SCCS2)C(c2ccccc2)N1 (centres undefined),25,-2,65*,13,0.2,8,14,19,3
Cc1ccc(-n2ncc3c(Nc4cccc(C(=O)O)c4)ncnc32)cc1,9,-9,-83,-2,2.8,-1,-3,3,2
COCCNC(=O)C(c1ccc(C)o1)N(Cc1ccc(OC)cc1)C(=O)Cn1nnc2ccccc21 (centres undefined),8,0,16,10,-0.7,-5,5,16,-1
CCSc1nnc(NC(=O)CCc2ccc(OC)cc2)s1,4,0,-8,14,1.3,-2,-1,-1,-1
O=C1c2ccccc2C(=O)N1Cc1cc(-c2ccc(Cl)cc2)no1,12,-6,-3,13,1.3,-3,-5,7,4
CCOc1ccc(-c2nnn(CC(=O)NCc3ccc(OC)cc3)n2)cc1OCC,4,1,62*,-17,-1.8,0,6,1,-1
COc1ccc(-c2nn(C)c(=O)c3ccccc23)cc1NC(=O)Cn1nc(C)c2ccccc2c1=O,14,-2,57*,6,0.1,-10,9,7,56*
CCOC(=O)c1cc(-c2ccc(F)cc2)n(CC(=O)NCc2cccnc2)c1C,2,-3,15,11,0.0,-2,4,-4,-1
CC(C)OCCCn1c(=O)c2ccccc2n2c(CCC(=O)O)nnc12,8,-2,-22,5,1.2,1,20,-6,-2
O=C(Cn1c(C(F)(F)F)nc2ccccc21)c1ccc(F)cc1,3,1,11,22,-0.1,-5,4,-5,0
CN1CCCC1CCNc1ccc2c(=O)c3ccccc3oc2c1 (centres undefined),10,1,-58,8,-0.8,-1,6,-3,-1
